Screening data (PubChem)
TRb SRC2 PPI: inhibitors of human thyroid hormone receptor beta-SRC2 interaction. P10828. Potency, µM (top dose mostly 106 µM), for inactives: at the top dose activity change, negative = inhibition, hits mostly inhibitors. AID 1469. 280,000 tested, 0.065% active. TRbeta-SRC2 peptide binding, fluorescence polarization; receptor liganded with 1 µM T3;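 also: plate controls were bound peptide for no effect and peptide without receptor for full effect; nearly all actives have a fitted effect of over 50% in size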
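Read-out is fluorescence polarization (555 nm excitation, 632 nm emission) of a Texas Red SRC2 coactivator peptide; loss of signal reflects blocked binding to human TRb ligand-binding domain in the presence of 1 uM T3.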
GAA glycogen mod: alters human alpha-glucosidase cleavage of glycogen; recombinant GAA, glycogen substrate, Amplex Red glucose oxidase fluorescence; Potency, µM (highest dose often 76.4 µM), without a hit: at the highest dose activity change, negative = inhibition, most hits filed as inhibitors; 300,000 tested, 0.38% active; AID 2100;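 also: 0% = full enzyme reaction and -100% = no-enzyme basal signal; the screen sought inhibitors and activators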
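qHTS, 1536-well; enzyme 4 nM final; cpd up to 77 uM; substrate bovine liver glycogen 30 ug; 50 mM citrate/phosphate pH 5.0, 0.01% Tween-20; 37 C, 40 min; Amplex Red detection 45 min RT; Hill fit → AC50.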
RECQ1 helicase: inhibitors of human RECQ1 DNA helicase; P46063; RECQ1 DNA unwinding, red fluorescence kinetic read; Potency, µM (top dose mostly 57.3 µM), inactives show at the highest dose activity, negative = inhibition, usual class: inhibitors; 240,000 tested, 0.54% active; AID 2549;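 also: plate controls were vehicle for no effect and no enzyme for full effect; nearly all actives have a fitted effect of over 30% in size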
Target sequence (P46063 whole entry, looked up): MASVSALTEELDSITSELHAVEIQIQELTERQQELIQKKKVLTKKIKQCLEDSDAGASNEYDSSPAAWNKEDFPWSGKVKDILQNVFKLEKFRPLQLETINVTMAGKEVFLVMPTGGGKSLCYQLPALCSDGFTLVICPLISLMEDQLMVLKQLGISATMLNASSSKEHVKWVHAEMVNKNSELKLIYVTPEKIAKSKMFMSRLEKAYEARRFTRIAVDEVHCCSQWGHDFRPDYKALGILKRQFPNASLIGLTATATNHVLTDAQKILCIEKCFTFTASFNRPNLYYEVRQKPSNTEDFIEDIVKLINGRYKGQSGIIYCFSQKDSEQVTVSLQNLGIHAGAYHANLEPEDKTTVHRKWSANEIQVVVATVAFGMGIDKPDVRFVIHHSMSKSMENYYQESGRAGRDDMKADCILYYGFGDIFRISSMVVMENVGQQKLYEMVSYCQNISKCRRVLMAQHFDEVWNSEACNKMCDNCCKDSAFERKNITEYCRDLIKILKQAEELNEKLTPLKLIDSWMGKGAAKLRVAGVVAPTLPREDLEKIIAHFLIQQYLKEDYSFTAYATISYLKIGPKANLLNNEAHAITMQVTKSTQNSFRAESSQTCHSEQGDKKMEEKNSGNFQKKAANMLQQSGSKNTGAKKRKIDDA
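RECQ1T1 50 nM; forked duplex (20 bp + 30-nt ss tails) 200 nM, ATP 2 mM final; pH 8.0, 2 mM MgCl2, 2.5 ug/ml poly(dI-dC); 15 min compound preincubation; discontinuous kinetic read over 2 h at RT.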
GAA inhib: alpha-glucosidase (human) inhibition | 200,000 tested, 0.005% active | Potency, µM (doses to about 76.9 µM), without a hit: top-dose activity change, negative = inhibition, hits mostly inhibitors | purified human GAA, 4-MU-alpha-glucoside fluorescence;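 also: plate controls were uninhibited enzyme wells for no effect and no-enzyme background for full effect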
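Human enzyme at 4 nM with 400 uM 4-methylumbelliferyl-alpha-D-pyranoside, citrate/phosphate buffer pH 5.0, 0.005% Tween-20, 20 min at room temperature. Compounds up to 77 uM. 4-MU fluorescence (Ex 365/Em 440) read after NaOH/glycine stop; AC50 from Hill fit.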
L3MBTL1 inh: L3MBTL1 (human) inhibition; Q9Y468; AlphaScreen L3MBTL1–H3K9me1 peptide binding; Potency, µM (top dose mostly 57.1 µM), inactives show at the top dose activity, negative = inhibition, actives largely listed as inhibitors; 230,000 tested, 0.66% active; also: nearly all actives have a fitted effect of over 60% in size
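L3MBTL1 (50 nM) pre-complexed 30 min with biotinylated H3(1-15)K9me1 peptide (75 nM), then compounds added for 30 min at room temperature; AlphaScreen streptavidin donor/nickel chelate acceptor beads (10 ug/mL final) read after 30 min dark incubation.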
TexasRed fluor: counter-screen for TRb-SRC2 inhibitors: fluorescence interference | AID 1479 | TRb/SRC2 Texas Red total fluorescence interference | Potency, µM (doses to about 106 µM), without a hit: at the highest dose fluorescence change, negative = quenching | 280,000 tested, 0.29% active; active = well fitted curve in either direction with a large enough effect; inconclusive = small, poorly fitted or top-dose-only effect
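Human TRb ligand-binding domain at 0.6 uM with 20 nM Texas Red SRC2 peptide in Tris buffer containing 1 uM T3 and 5% DMSO, incubated with compound 5 h at ambient temperature. Total fluorescence (555/632 nm) calculated as parallel + 2 × perpendicular.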
GAA spleen mod: inhibits or activates alpha-glucosidase in human spleen homogenate | P10253 | human spleen homogenate, 4-MU-alpha-glucoside fluorescence | Potency, µM (top dose mostly 79.9 µM), for inactives: at the highest dose activity change, negative = inhibition, actives largely listed as inhibitors | 240,000 tested, 0.006% active | AID 2112;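 also: 0% = enzyme with vehicle and -100% = no enzyme basal signal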
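Compounds were titrated against alpha-glucosidase in spleen homogenate at pH 5.0, with 1 mM 4-methylumbelliferyl substrate for 40 min at 37 C. Reactions were quenched with pH 10 NaOH/glycine and fluorescence measured.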
GoLoco inh red: blocks human Gai1 binding to RGS12 GoLoco peptide, red readout; Gai1:RGS12 GoLoco peptide FP, rhodamine, 10 min; Potency, µM (highest dose often 61.6 µM), for inactives: at the highest dose activity, negative = inhibition, usual class: inhibitors; 230,000 tested, 0.44% active; active = well fitted inhibition curve with a large enough effect, not every such curve was filed as active; inactive = no such curve, though single readings can be large or run the other way; also: nearly all actives have a fitted effect of over 30% in size; many of its hits are not listed in these tables
Target sequence (P63096 whole entry, looked up): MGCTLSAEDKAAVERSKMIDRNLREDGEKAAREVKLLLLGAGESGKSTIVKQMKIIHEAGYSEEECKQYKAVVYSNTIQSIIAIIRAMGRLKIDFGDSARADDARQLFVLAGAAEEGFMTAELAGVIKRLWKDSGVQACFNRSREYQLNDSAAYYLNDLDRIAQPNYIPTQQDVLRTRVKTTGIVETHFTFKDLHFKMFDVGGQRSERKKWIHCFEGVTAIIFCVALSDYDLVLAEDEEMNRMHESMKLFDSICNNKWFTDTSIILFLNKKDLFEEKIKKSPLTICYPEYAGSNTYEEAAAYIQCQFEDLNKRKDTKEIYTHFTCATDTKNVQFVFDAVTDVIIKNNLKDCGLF
Starred values were filed as active, the others as inactive; i = inactive; ? = inconclusive; · = no result given; & = joins results of further samples; [ ] = dose if it differs, or a comment. Unless noted, calls follow the shape of the dose curve; as a rule, active = well fitted curve in the direction sought with a large enough effect; inconclusive = small, poorly fitted or top-dose-only effect, or another doubt; inactive = no such curve, though single readings can be large; an effect the other way counts as inactive or inconclusive. Unless noted, % is scaled to controls: 0 for no effect and ±100 for the full control effect; potency is read from the fitted curve at half-maximal effect.

SMILES	TRb SRC2 PPI	GAA glycogen mod	RECQ1 helicase	GAA inhib	L3MBTL1 inh	TexasRed fluor	GAA spleen mod	GoLoco inh red
COc1ccc(CCNC(=O)C2CC3Cn4c(nc5cc6ccccc6cc54)C3N2C)cc1 (centres undefined)	11%	2%	-11%	·	·	-1%	10%	3%
Cc1ccc(C(=O)CSC2=C(C#N)C(c3ccco3)C3=C(CCCC3=O)N2)cc1 (centres undefined)	4%	-3%	i	-12%	-5%	3%	-9%	7%
Cn1c(=O)n(C/C=C/c2ccccc2)c(=O)c2c1nc1n2CCCN1Cc1ccccc1	-8%	-10%	-15%	?	-7%	-3%	1%	·
O=C(CCc1nc(-c2ccccc2)no1)N1CCCC1	8%	9%	-4%	0%	3%	1%	4%	1%
O=c1c2ccsc2ncn1Cc1ccc(Cl)cc1	-7%	1%	-3%	4%	-1%	0%	2%	7%
CN1CCN(c2ccc(-c3ccnn3C(=O)Nc3cccc(C(F)(F)F)c3)cc2)CC1	1%	-12%	7%	-7%	-16%	-3%	6%	11%
COc1ccccc1NC(=O)/C=C1\SCC(=O)N1C	-2%	2%	20%	-1%	-24%	2%	13%	2%
NC(=O)CC[C@@H]1NC(=O)[C@@H]2CCCN2C(=O)c2cc([N+](=O)[O-])cc(I)c2NCCCC[C@@H](C(=O)NC(CC(=O)O)C(N)=O)NC1=O (some centres undefined)	0%	5%	-15%	0%	1%	-1%	-1%	4%
COc1cc(/C=N/NC(=O)c2cccnc2)ccc1OC(=O)c1ccco1	0%	-3%	-2%	-9%	0%	-1%	-12%	2%
COc1ccc(C(=O)N2CCN(Cc3ccc4c(c3)OCO4)CC2)cc1[N+](=O)[O-]	10%	6%	i	6%	-5%	0%	-19%	22%
CC1(C)CC(=O)C2=C(C1)OC1=C(C(=O)CC(C)(C)C1)C2c1ccc(O)c([N+](=O)[O-])c1	5%	-29%	i	-10%	·	-1%	7%	5%
Cc1ccc(-c2csc(-c3cc(C)on3)n2)cc1	-5%	-5%	-9%	3%	3%	-1%	6%	11%
Nn1c(SCc2nc3ccccn3c2Br)nnc1-c1cccnc1	-2%	5%	-4%	-2%	1%	0%	1%	6%
Cc1[nH]c2c(Cl)cccc2c(=O)c1CN1CCCC1	9%	6%	-2%	-6%	32%[activator][11.4 µM]	-1%	-5%	11%
COc1ccccc1N(C)S(=O)(=O)c1ccc(C(=O)NC2=NCCS2)cc1	-1%	5%	1%	0%	-8%	-2%	2%	1%
COc1ccc(Br)cc1CN(C)C(C)C(=O)Nc1cc([N+](=O)[O-])ccc1OC (centres undefined)	-7%	-3%	-1%	1%	-3%	6%	-4%	11%
CC(C)(C)NC(=O)CSc1nc2ccc(NC(=O)CSc3nnc(N)s3)cc2s1	2%	3%	-9%	1%	8%	-6%	2%	-63%
COc1ccc(NS(=O)(=O)c2cccs2)c(OC)c1	-1%	-5%	i	4%	9%	0%	-14%	7%
CC(C)(C)N(Cc1ccccc1)C(=O)c1ccc(Br)o1	10%	-9%	i	-9%	-22%	-1%	-9%	-5%
O=C(COc1ccc(Br)cc1Cl)NC(=S)N1CCc2ccccc21	6%	0%	-5%	1%	-3%	-1%	-1%	1%
O=C(c1cccs1)N1CCN=C1SCc1ccc(Cl)cc1	-1%	-17%	-2%	3%	16%	0%	-2%	5%
CN(C(=O)COC(=O)/C=C/c1ccccc1[N+](=O)[O-])c1ccccc1	2%	-14%	-4%	1%	-2%	-1%	-2%	-4%
CCn1[nH]c(=O)c(=Nc2c(C)n(C)n(-c3ccccc3)c2=O)cc1-c1ccc(Cl)cc1	8%	-6%	i	-5%	-2%	0%	-2%	-14%
O=C1CCCN1CCCNCC(=O)N1c2ccccc2Sc2ccccc21	6%	-6%	-1%	-5%	·	0%	-7%	-4%
O=c1c2c3c(sc2ncn1/N=C/c1ccc(Br)o1)CCCC3	-2%	7%	i	-4%	17%	-7%	-2%	·

Sorted by number of heavy atoms (largest number first): three of the compounds above
SMILES	TRb SRC2 PPI	GAA glycogen mod	RECQ1 helicase	GAA inhib	L3MBTL1 inh	TexasRed fluor	GAA spleen mod	GoLoco inh red
COc1ccc(Br)cc1CN(C)C(C)C(=O)Nc1cc([N+](=O)[O-])ccc1OC (centres undefined)	-7%	-3%	-1%	1%	-3%	6%	-4%	11%
COc1cc(/C=N/NC(=O)c2cccnc2)ccc1OC(=O)c1ccco1	0%	-3%	-2%	-9%	0%	-1%	-12%	2%
CN(C(=O)COC(=O)/C=C/c1ccccc1[N+](=O)[O-])c1ccccc1	2%	-14%	-4%	1%	-2%	-1%	-2%	-4%

The list continues.
SMILES	TRb SRC2 PPI	GAA glycogen mod	RECQ1 helicase	GAA inhib	L3MBTL1 inh	TexasRed fluor	GAA spleen mod	GoLoco inh red
NC(=O)C1CCN(C(=O)c2ccc(NC3=NC4CS(=O)(=O)CC4S3)cc2)CC1 (centres undefined)	0%	3%	-9%	-2%	·	-5%	-5%	5%
O=C(NCc1ccccc1Cl)C1CCC(CNc2nc(=S)[nH]c3ccccc23)CC1 (centres undefined)	9%	5%	-3%	2%	-1%	-1%	1%	2%
CCOC(=O)c1c(C)[nH]c(C(=O)OCC(=O)NC(C)(C)C)c1C	-6%	6%	-10%	-1%	-4%	-3%	-2%	7%
CCn1c(SCc2nc3scc(-c4ccccc4)c3c(=O)[nH]2)nnc1-c1cccs1	4%	-7%	-13%	?	-26%	-16%	2%	75%[activator]
CCCOc1ccc(/C(O)=C2/C(=O)C(=O)N(CCCn3ccnc3)C2c2cccs2)cc1 (centres undefined)	6%	0%	-8%	?	1%	2%	0%	7%
Cc1ccc(NC(=O)COC(=O)Cc2csc(-c3cccc(F)c3)n2)cc1C	-2%[53 µM]	-4%	24%	-7%	5%	-3%[53 µM]	4%	7%
CN(Cc1ccccc1)S(=O)(=O)c1cn(C)cn1	0%	-1%	-7%	1%	7%	-4%	1%	7%
Clc1ccc(Nc2ccc(NCc3ccccc3)nn2)cc1	-3%	7%	-8%	-3%	-5%	-2%	0%	3%
COc1ccc(CC(=O)NNC(=O)COc2ccc3ccccc3c2)cc1	2%	7%	-4%	3%	-3%	-1%	-8%	22%
COc1ccc(-c2cc(C(F)(F)F)n3nc(C(=O)NCCCn4ccnc4)cc3n2)cc1	-17%	-9%	-3%	-5%	·	1%	12%	-12%
Cc1ccc(C)c(Nc2ncnc(N)c2[N+](=O)[O-])c1	14%	-9%	-7%	3%	-6%	0%	10%	2%
CC(=O)NCC(=O)N[C@H](CCC(=O)O)C(=O)O	4%&3%	·	-8%	·	·	-4%&0%	3%&0%	108%&4%[activator]
Cc1nc(NCc2ccccc2)c2nc(-c3ccccc3)n(CCCN3CCOCC3)c2n1	-5%	·	i	·	·	-2%	-2%	-6%
CCS(=O)(=O)c1ccc(O)c(NC(=O)CCCC(=O)O)c1	-8%	3%	-15%	·	·	-3%	1%	-14%
C/C(=C\C(=O)c1ccc(C)o1)Nc1ccc(C(=O)O)cc1C	-12%	2%	-6%	2%	-11%	-3%	-1%	-17%
O=C(C1=C[C@@H](c2ccc(C(F)(F)F)cc2)C[C@@H](OCCCCO)O1)N1CCN(Cc2ccccc2)CC1	-7%	9%	i	·	-2%	-1%	-1%	3%
Cc1ccc(S(=O)(=O)Cn2nnnc2CN(Cc2ccco2)CC2CCCO2)cc1 (centres undefined)	1%	1%	-4%	-4%	-6%	3%	0%	-8%
CCOc1cc(/C=C(\C#N)c2nc(-c3cccs3)c(NC(C)=O)s2)ccc1O	-2%	-10%	-2%	-11%	-4%	-3%	-1%	123%[activator]
NC(=NC1CCCCC1)c1ccc([N+](=O)[O-])cc1	-17%	2%	i	-3%	·	0%	-2%	-9%
NCCc1ccc(O)c(O)c1	7%&0%&-6%&1%&3%	2µM*	14µM*	6%[15.4 µM]	2%	-2%&-2%&-6%&-2%&-2%	9%&-3%&12%&-2%&-2%	-10%&-34%&-15%&1%&-11%
C/C(CC(=O)Nc1ccc2c(c1)OCCO2)=N\NC(=O)c1ccccn1	5%	-28%	7%	-4%	?	1%	·	9%

Structural class: the compounds so far containing an aryl methoxy group
SMILES	TRb SRC2 PPI	GAA glycogen mod	RECQ1 helicase	GAA inhib	L3MBTL1 inh	TexasRed fluor	GAA spleen mod	GoLoco inh red
COc1ccc(CCNC(=O)C2CC3Cn4c(nc5cc6ccccc6cc54)C3N2C)cc1 (centres undefined)	11%	2%	-11%	·	·	-1%	10%	3%
COc1ccccc1NC(=O)/C=C1\SCC(=O)N1C	-2%	2%	20%	-1%	-24%	2%	13%	2%
COc1cc(/C=N/NC(=O)c2cccnc2)ccc1OC(=O)c1ccco1	0%	-3%	-2%	-9%	0%	-1%	-12%	2%
COc1ccc(C(=O)N2CCN(Cc3ccc4c(c3)OCO4)CC2)cc1[N+](=O)[O-]	10%	6%	i	6%	-5%	0%	-19%	22%
COc1ccccc1N(C)S(=O)(=O)c1ccc(C(=O)NC2=NCCS2)cc1	-1%	5%	1%	0%	-8%	-2%	2%	1%
COc1ccc(Br)cc1CN(C)C(C)C(=O)Nc1cc([N+](=O)[O-])ccc1OC (centres undefined)	-7%	-3%	-1%	1%	-3%	6%	-4%	11%
COc1ccc(NS(=O)(=O)c2cccs2)c(OC)c1	-1%	-5%	i	4%	9%	0%	-14%	7%
COc1ccc(CC(=O)NNC(=O)COc2ccc3ccccc3c2)cc1	2%	7%	-4%	3%	-3%	-1%	-8%	22%
COc1ccc(-c2cc(C(F)(F)F)n3nc(C(=O)NCCCn4ccnc4)cc3n2)cc1	-17%	-9%	-3%	-5%	·	1%	12%	-12%

Only part of the results is shown; count on the stated rates, not on these rows.
